# Anthrax LF inh2 – blocks Bacillus anthracis lethal factor protease. multiplex microsphere protease cleavage assay, LF. inhibition, % at 10 µM. 0.12% of 360,000 active; note: plate controls were buffer without enzyme for full effect and enzyme alone for no effect
# Target sequence (P15917 whole entry, looked up): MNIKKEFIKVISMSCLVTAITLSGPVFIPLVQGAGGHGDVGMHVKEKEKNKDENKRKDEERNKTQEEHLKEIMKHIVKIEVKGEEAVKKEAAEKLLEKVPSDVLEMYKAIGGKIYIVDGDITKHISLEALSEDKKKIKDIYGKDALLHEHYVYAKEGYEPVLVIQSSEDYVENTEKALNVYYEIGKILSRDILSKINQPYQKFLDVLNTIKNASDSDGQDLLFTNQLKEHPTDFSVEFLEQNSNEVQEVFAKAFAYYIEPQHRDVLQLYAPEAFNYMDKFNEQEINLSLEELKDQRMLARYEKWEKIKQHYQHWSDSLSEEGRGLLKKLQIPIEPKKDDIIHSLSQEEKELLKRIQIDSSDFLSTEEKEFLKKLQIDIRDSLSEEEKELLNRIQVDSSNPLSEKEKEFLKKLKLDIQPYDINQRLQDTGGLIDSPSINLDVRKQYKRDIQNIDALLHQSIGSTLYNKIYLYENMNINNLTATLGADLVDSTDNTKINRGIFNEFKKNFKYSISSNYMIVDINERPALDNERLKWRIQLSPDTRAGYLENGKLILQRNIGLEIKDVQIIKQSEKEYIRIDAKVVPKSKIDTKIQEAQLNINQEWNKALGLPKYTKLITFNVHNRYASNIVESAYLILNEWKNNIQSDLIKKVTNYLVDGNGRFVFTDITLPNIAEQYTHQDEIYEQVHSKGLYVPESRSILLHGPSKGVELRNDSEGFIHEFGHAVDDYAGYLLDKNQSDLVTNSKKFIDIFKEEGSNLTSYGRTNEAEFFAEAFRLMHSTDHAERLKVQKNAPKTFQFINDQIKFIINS
# SSB-PriA inh – blocks PriA binding to SSB C-terminal tail | AlphaScreen SSBct-PriA binding, biotinylated peptide | inhibition, % at 33 µM | 0.6% of 430,000 active | AID 1272365; in the data active = inhibition mostly above about 37%, no sharp cut-off; inactive = mostly below about 20%;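 note: plate controls were negative control peptide for no effect and reference peptide for full effect; strong numbers were not always called active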
# CCHF vOTU inh – CCHFV vOTU protease inhibition | Pep-AMC fluorescence | inhibition, % at 11.5 µM | 0.55% of 370,000 active; in the data active = inhibition above about 30%; note: 0% = vehicle wells with enzyme and 100% = no enzyme wells
# PrPC TRFRET – inhibitors of human cell surface prion protein PrPC | P04156 | 0.43% of 370,000 active | inhibition, % at 13.8 µM | TR-FRET read-out; in the data active = inhibition above about 24%; note: 0% = median of the test wells and 100% = reference compound wells
# Rv3671c protease – Rv3671c (M. tuberculosis) protease inhibition; inhibition, % at 5.96 µM; 0.048% of 320,000 active; AID 2606; in the data active = inhibition above about 38%;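 note: extracellular domain of Rv3671c used as enzyme; 0% = enzyme with DMSO and 100% = no enzyme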
# BoNT-A LC inh2 – blocks Botulinum neurotoxin A light chain protease. 0.17% of 360,000 active. inhibition, % at 10 µM. multiplex microsphere protease substrate cleavage, flow cytometry. AID 588499; note: plate controls were buffer without enzyme for full effect and enzyme alone for no effect
# MazF activator – MazEF (E. coli) toxin RNase activation; P0AE70; 0.32% of 350,000 active; FAM/BHQ RNA-DNA oligo cleavage fluorescence, 5 h; activation, % at 20 µM; in the data active = activation above about 50%
# Target sequence (P0AE70 whole entry, looked up): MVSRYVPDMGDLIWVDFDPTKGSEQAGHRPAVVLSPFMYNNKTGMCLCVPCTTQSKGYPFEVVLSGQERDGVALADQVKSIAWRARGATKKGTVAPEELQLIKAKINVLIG
# VHR inh abs – inhibitors of human VHR1 phosphatase (DUSP3). P51452. recombinant VHR phosphatase, pNPP absorbance. inhibition, % at 13.3 µM. 0.52% of 290,000 active. AID 1654; in the data active = inhibition above about 50%; note: some compounds called inactive have numbers as strong as hits
# Target sequence (P51452 whole entry, looked up): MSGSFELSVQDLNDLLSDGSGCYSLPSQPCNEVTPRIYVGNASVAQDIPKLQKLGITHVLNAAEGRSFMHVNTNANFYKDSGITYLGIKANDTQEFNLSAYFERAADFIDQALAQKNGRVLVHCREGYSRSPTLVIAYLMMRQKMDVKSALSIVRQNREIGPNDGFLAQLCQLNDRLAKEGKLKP
# 3CLpro inhibitor – SARS-CoV 3CLpro protease inhibition; recombinant SARS-CoV 3CLpro, quenched FRET peptide cleavage; 0.14% of 290,000 active; inhibition, % at 6 µM; P0C6X7; AID 1706; in the data active = inhibition above about 12%
# BoNT F protease – BoNT F light chain protease inhibition. Multiplex microsphere protease cleavage assay, flow cytometry. inhibition, % at 10 µM. 0.22% of 360,000 active; in the data active = inhibition above about 35%, passing the limit was not always enough; inconclusive = no clear call, values can overlap the other calls; note: plate controls were buffer without enzyme for full effect and enzyme alone for no effect
# Active calls of the source: *; ? = inconclusive; . = no result given. Cut-off read from the data, not from the text of the source, unless noted: active = inhibition above about 30%; inconclusive = no clear call, values can overlap the other calls; inactive = below that. Only part of the results is shown (hit frequency here may not be typical).
1) COc1cccc(C(NC(C)=O)c2nc(-c3cccs3)cs2)c1 (centres undefined)
2) COc1cccc(C(NC(C)=O)c2nc(-c3ccc4ccccc4c3)cs2)c1 (centres undefined)
3) O=C(O)C1CCN(S(=O)(=O)N2CCOCC2)CC1
4) Cn1c(=O)cc(SCC(=O)N2CCCC2)c2ccc(Cl)cc21
5) Cc1ccc(S(=O)(=O)CC(=O)Nc2c(C)n(C)n(-c3ccccc3)c2=O)cc1
6) COc1ccc(C(C(=O)NC2CCCCC2)N(Cc2cccs2)C(=O)Cc2c[nH]c3ccccc23)cc1OC (centres undefined)
Assay by compound	1	2	3	4	5	6
Anthrax LF inh2	3	-6	-3	4	-4	0
SSB-PriA inh	.	.	2	-13	-7	-2
CCHF vOTU inh	-4	2	0	-2	-1	10
PrPC TRFRET	-8	1	-3	-6	-2	0
Rv3671c protease	.	.	-5	-2	0	8
BoNT-A LC inh2	-0.2	0.1	-0.6	-0.2	-0.8	3.8
MazF activator	.	.	9	-2	1	5
VHR inh abs	.	.	-8	17	17	14
3CLpro inhibitor	.	.	-5	-3	2	5
BoNT F protease	2	0	-10	-1	-5	6

7) CCN(c1ccc(NC(=O)CSCc2c(C)noc2C)cc1)C(C)C
8) O=S(=O)(c1ccc(Cl)cc1)N1CCN(CCc2ccccc2)CC1
9) CCCCCC(=O)OCCc1c(C)nc2nc[nH]n2c1=O
10) COCCOC(=O)C1=C(C)NC(=O)NC1c1ccc(Cl)cc1 (centres undefined)
11) O=C(NCCN1CCOCC1)C1CCN(c2nc3ccccc3o2)CC1
12) CC1(C)Oc2cc3oc(=O)ccc3c3c2C2C1CCC(C)(O3)C2O (centres undefined)
Assay by compound	7	8	9	10	11	12
Anthrax LF inh2	4	4	4	-3	-4	-3
SSB-PriA inh	-4	-4	-10	4	-10	.
CCHF vOTU inh	-4	2	-4	-9	.	-29
PrPC TRFRET	-4	-9	13	6	.	0
Rv3671c protease	-11	-22	12	-7	2	.
BoNT-A LC inh2	0.6	-2.2	-0.6	-1.0	-0.1	-0.4
MazF activator	4	-23	-12	-8	1	.
VHR inh abs	.	22	10	18	30	.
3CLpro inhibitor	.	-1	4	2	4	.
BoNT F protease	-11	-1	-2	-10	-7	-2

13) NC(=S)N/N=C/c1ccc2cccc(OCc3ccccc3)c2n1
14) C=CCn1c(=O)c2ccccc2n2c(Sc3nnnn3-c3ccccc3)nnc12
15) O=C1CN(C(=O)CSc2nc3cc(Cl)ccc3c(=O)n2Cc2ccccc2)c2ccccc2N1
16) O=C(CSc1ccccn1)N1CCc2ccccc21
17) Cn1c(SCc2ccc(F)cc2)nnc1-c1cnccn1
18) Cn1c2ccccc2c2cc(/C=N/NC(=O)c3ccc(N)cc3)ccc21
Assay by compound	13	14	15	16	17	18
Anthrax LF inh2	1	0	-1	-3	3	-2
SSB-PriA inh	.	-22	-7	-5	-5	.
CCHF vOTU inh	-69	3	-2	5	-7	-1
PrPC TRFRET	-14	2	-8	-6	-3	5
Rv3671c protease	-46	6	-34	-10	1	-1
BoNT-A LC inh2	-2.5	0.7	-0.7	1.2	-2.7	-1.1
MazF activator	3	4	-37	-5	-6	4
VHR inh abs	70	30	16	1	5	15
3CLpro inhibitor	-4	-9	5	2	0	-18
BoNT F protease	?	2	-8	-3	?	3

19) Cc1ccccc1NC(=O)c1ccc(F)c(S(=O)(=O)N2CCN(c3ccccn3)CC2)c1
20) Cn1ccnc1SCC(=O)c1cccc(Br)c1
21) CC(=O)COc1ccc2c3c(c(=O)oc2c1)CCCC3
22) CC(NC(=O)CSc1nc2ccc(N)cc2s1)c1ccccc1 (centres undefined)
23) O=C(NC(C(=O)O)c1ccccc1)c1ccccc1 (centres undefined)
24) CS(=O)(=O)N1CCN(c2c(Cl)cccc2[N+](=O)[O-])CC1
Assay by compound	19	20	21	22	23	24
Anthrax LF inh2	-3	1	2	-3	-11	0
SSB-PriA inh	-15	5	-12	-14	-15	-7
CCHF vOTU inh	.	5	-30	-2	1	1
PrPC TRFRET	.	8	1	10	4	-10
Rv3671c protease	-14	5	1	-4	-5	7
BoNT-A LC inh2	-3.5	-0.1	0.1	1.2	-0.2	-0.3
MazF activator	2	6	-4	8	10	-1
VHR inh abs	21	27	8	39	24	34
3CLpro inhibitor	-2	9	5	2	-2	1
BoNT F protease	-4	-5	-1	-9	-5	1

25) CC(C)COC(=O)Nc1nnc(Cc2ccccc2)s1
26) C/C(O)=C(/C=NCC(=O)O)C(=O)Nc1nccs1
27) CCCCSCc1nc2nc(Cl)c(Cl)nc2[nH]1
28) CC1(c2ccccc2Cl)NC(=O)N(CC(=O)N2CCc3ccccc32)C1=O (centres undefined)
29) CC(=O)C1=C(S(=O)(=O)c2ccc(C)cc2)CS(=O)(=O)C1
30) Cc1cccc(C(=O)N2CCCC(Nc3ccc(F)c(F)c3)C2)n1 (centres undefined)
Assay by compound	25	26	27	28	29	30
Anthrax LF inh2	-1	0	-4	0	11	-15
SSB-PriA inh	-7	.	.	0	3	-7
CCHF vOTU inh	-9	-9	10	8	5	-5
PrPC TRFRET	4	1	-1	-3	-3	-3
Rv3671c protease	5	-11	.	3	.	-7
BoNT-A LC inh2	-0.6	0.0	-1.1	-0.4	0.6	-71
MazF activator	3	4	6	-2	2	-5
VHR inh abs	17	15	.	.	-8	22
3CLpro inhibitor	0	2	.	.	6	7
BoNT F protease	0	2	-4	-6	3	-134

31) COc1cccc(C(=O)Nc2cc(C)c3c(=O)oc4ccccc4c3n2)c1
32) CCOc1ccccc1N1CCN(C(=O)CN2C(=O)NC3(CCCC3)C2=O)CC1
33) O=C(CSc1nc(-c2ccccc2)nc2ccccc12)Nc1cccc(C(=O)O)c1
34) CC(NO)C(C)(C)NO (centres undefined)
35) COc1ccccc1NC(=S)N(Cc1cccnc1)Cc1ccccc1Cl
36) Cn1c(-c2ccc(F)cc2)cnc1NCc1ccc(C#N)cc1
Assay by compound	31	32	33	34	35	36
Anthrax LF inh2	-2	?	2	-3	1	10
SSB-PriA inh	-11	3	1	-7	1	10
CCHF vOTU inh	0	-2	4	2	5	1
PrPC TRFRET	4	7	3	5	0	-12
Rv3671c protease	-5	-2	-8	1	-1	10
BoNT-A LC inh2	-0.2	-2.9	0.1	0.9	-2.1	?
MazF activator	-9	1	-13	0	-2	-12
VHR inh abs	10	.	6	-6	8	2
3CLpro inhibitor	.	.	1	1	2	-1
BoNT F protease	-1	-2	4	?	0	-2

37) C=CCn1c(SCC(=O)NC2(C)CCS(=O)(=O)C2)nc2ccccc21 (centres undefined)
38) CCN(C(=O)C(=O)c1c[nH]c2ccccc12)c1ccccc1
39) O=C(/C(=C/c1ccccc1)c1ccccc1)N1CCCCC1
40) COc1ccccc1NS(=O)(=O)c1ccc(OC)c(OC)c1
41) CCOc1ccc2nc(NC(=O)CN3CCC(n4nnc5cc(C(F)(F)F)ccc54)CC3)sc2c1
42) Cc1ccc(C)c(NC(=O)Cn2nc([N+](=O)[O-])c(Br)c2C)c1
Assay by compound	37	38	39	40	41	42
Anthrax LF inh2	-4	.	1	-4	0	-2
SSB-PriA inh	-3	-6	-20	-10	-8	-7
CCHF vOTU inh	-1	14	4	-1	2	-8
PrPC TRFRET	-4	9	1	3	-4	-6
Rv3671c protease	5	1	-11	3	-4	1
BoNT-A LC inh2	2.0	.	0.3	0.2	0.2	-1.6
MazF activator	4	-15	-2	3	-2	-3
VHR inh abs	.	9	1	16	24	-6
3CLpro inhibitor	.	-3	0	1	2	2
BoNT F protease	3	.	-2	7	-1	-14

43) Cc1cc(Nc2ccc(F)cc2C)n2nc(C)nc2n1
44) CCCn1c(SCC(=O)Nc2ccc(C)c(S(=O)(=O)N3CCOCC3)c2)n[nH]c1=O
45) COc1ccc(OC)c(N2C(=O)[C@@H]3C(c4ccccc4Cl)=NO[C@@H]3C2=O)c1
46) Cc1cccc(C)c1NC(=O)C1=C(O)c2sccc2N(C)S1(=O)=O
47) COc1cccc(C2=NOC(C(=O)N3CCOCC3)C2)c1 (centres undefined)
48) O=C(CN1CCN(CC(=O)Nc2ccccc2Cl)CC1)NCC1(N2CCCCC2)CCCCC1
Assay by compound	43	44	45	46	47	48
Anthrax LF inh2	-9	1	2	-4	1	-6
SSB-PriA inh	-18	6	8	-2	-1	-8
CCHF vOTU inh	7	1	1	-4	-15	1
PrPC TRFRET	-1	0	-2	3	-4	3
Rv3671c protease	-2	-7	4	5	8	7
BoNT-A LC inh2	-0.9	-0.3	0.3	-0.9	-1.7	-0.9
MazF activator	2	-2	0	3	1	7
VHR inh abs	8	-12	-2	21	14	.
3CLpro inhibitor	-1	-4	-1	3	3	.
BoNT F protease	3	-9	-32	-1	1	-2

49) COc1cc2c(cc1/C=C1/NC(=O)N(CC(=O)Nc3ccccc3)C1=O)OCO2
50) Cc1cc(C)c(S(=O)(=O)N2CCOC2CNC(=O)C(=O)NCc2ccco2)c(C)c1 (centres undefined)
51) N#CC1(c2ccccc2)CCC(=NO)CC1 (centres undefined)
52) CC(Sc1nnc(-c2cccnc2)n1N)C(=O)Nc1ccc2c(c1)OCCO2 (centres undefined)
53) CC(C)[C@H](NS(=O)(=O)c1ccccc1)C(=O)OCC(=O)NC1CCCCC1
54) CCOC(=O)c1c(C)[nH]c(C(=O)CN2C(=O)NC(CC)(c3ccccc3)C2=O)c1C (centres undefined)
55) O=C(NCCc1ccccc1)C1CCC(=O)N1C1CCCC1 (centres undefined)
56) CCOC(=O)[C@@H]1[C@H]2COc3cc(OC)ccc3[C@H]2N2C(=O)N(c3cccc(Cl)c3)C(=O)[C@@]12C
57) CC(=O)NCN1CCN(CNC(C)=O)CC1
Assay by compound	49	50	51	52	53	54	55	56	57
Anthrax LF inh2	-3	-1	0	-1	-4	-2	-10	1	-4
SSB-PriA inh	2	-3	-10	16	-7	9	9	-12	-21
CCHF vOTU inh	18	3	-5	-5	-5	8	-3	.	-13
PrPC TRFRET	3	0	0	3	13	6	4	.	-3
Rv3671c protease	2	-6	4	.	-4	-2	10	-6	-9
BoNT-A LC inh2	-1.5	-0.3	0.2	1.7	-4.4	-0.9	-2.0	-0.6	0.5
MazF activator	-9	12	-9	-6	-1	-1	2	-2	3
VHR inh abs	22	0	16	.	.	-1	-12	28	32
3CLpro inhibitor	-5	0	4	.	.	-1	1	7	0
BoNT F protease	2	-5	-2	-3	-11	-9	?	-1	2

# Another view of part of the listing above:
# Every second line gives: Anthrax LF inh2	SSB-PriA inh	CCHF vOTU inh	PrPC TRFRET	Rv3671c protease	BoNT-A LC inh2	MazF activator	VHR inh abs	3CLpro inhibitor	BoNT F protease
45: COc1ccc(OC)c(N2C(=O)[C@@H]3C(c4ccccc4Cl)=NO[C@@H]3C2=O)c1
  2	8	1	-2	4	0.3	0	-2	-1	-32
46: Cc1cccc(C)c1NC(=O)C1=C(O)c2sccc2N(C)S1(=O)=O
  -4	-2	-4	3	5	-0.9	3	21	3	-1
47: COc1cccc(C2=NOC(C(=O)N3CCOCC3)C2)c1 (centres undefined)
  1	-1	-15	-4	8	-1.7	1	14	3	1
48: O=C(CN1CCN(CC(=O)Nc2ccccc2Cl)CC1)NCC1(N2CCCCC2)CCCCC1
  -6	-8	1	3	7	-0.9	7	.	.	-2
49: COc1cc2c(cc1/C=C1/NC(=O)N(CC(=O)Nc3ccccc3)C1=O)OCO2
  -3	2	18	3	2	-1.5	-9	22	-5	2
50: Cc1cc(C)c(S(=O)(=O)N2CCOC2CNC(=O)C(=O)NCc2ccco2)c(C)c1 (centres undefined)
  -1	-3	3	0	-6	-0.3	12	0	0	-5
51: N#CC1(c2ccccc2)CCC(=NO)CC1 (centres undefined)
  0	-10	-5	0	4	0.2	-9	16	4	-2
52: CC(Sc1nnc(-c2cccnc2)n1N)C(=O)Nc1ccc2c(c1)OCCO2 (centres undefined)
  -1	16	-5	3	.	1.7	-6	.	.	-3
53: CC(C)[C@H](NS(=O)(=O)c1ccccc1)C(=O)OCC(=O)NC1CCCCC1
  -4	-7	-5	13	-4	-4.4	-1	.	.	-11
54: CCOC(=O)c1c(C)[nH]c(C(=O)CN2C(=O)NC(CC)(c3ccccc3)C2=O)c1C (centres undefined)
  -2	9	8	6	-2	-0.9	-1	-1	-1	-9

# Screening data (PubChem BioAssay)
